Assay outcomes (PubChem BioAssay)
DAX1 inh-1: DAX1 (NR0B1) inhibition, primary screen; AID 652010; HEK293T StAR-luciferase reporter, SF-1/DAX-1 repression relief; actives 1.1% (n = 370,000); inhibition, % at 6.8 µM;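 active = inhibition above the mean over all tested compounds plus 3 SD, cut at about 3.6% in these data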;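 note: 0% = DAX-1 cells with DMSO and 100% = cells lacking DAX-1 with DMSO; higher inhibition means more luminescence from relief of DAX-1 repression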
PG9 binder: small molecules binding HIV-1 gp120 antibody PG9 | TR-FRET gp120-PG9 antibody binding | inhibition, % at 6.7 µM | actives 0.43% (n = 360,000) | AID 624416; in the data active = inhibition above about 8.5%
ssDAF12 agonist: S. stercoralis DAF-12 activation, primary screen; activation, % at 6.8 µM; actives 1% (n = 370,000); HEK293 ssDAF-12/GRIP1 lit1-tk-luc reporter, luminescence; % of 3 µM dafachronic acid response;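 active = activation above the mean over all tested compounds plus 3 SD, cut at about 0.9% in these data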;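 note: 0% = DMSO-only wells and 100% = 3 µM delta7-dafachronic acid wells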
hcDAF12 agonist: activators of H. contortus DAF-12 nuclear receptor; HEK293 hcDAF-12 lit1-tk-luc reporter, luminescence; 0% DMSO, 100% Δ7-dafachronic acid; activation, % at 6.8 µM; actives 1.4% (n = 370,000);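 active = activation above the mean of all tested compounds plus 3 SD, cut at about 5.5% in these data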;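 note: 100% = response to 3 µM Δ7-dafachronic acid high control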
hgDAF-12 ag: agonists of H. glycines DAF-12 nuclear receptor; HEK293 GAL4-hgDAF12 UAS-luciferase reporter, agonist luminescence; normalized to butyrate control; activation, % at 6.8 µM; actives 1.8% (n = 370,000);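 active = activation above a cutoff set at the mean of all screened compounds plus 3 SD, cut at about 10% in these data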;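 note: 0% = DMSO wells and 100% = sodium butyrate wells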
GC-A act: GC-A (human) enzyme activation; P16066; HEK293 GC-A cells, cGMP TR-FRET, EC30 ANP; 0% at EC30 ANP, 100% saturating ANP; activation, % at 10 µM; actives 0.14% (n = 370,000); AID 1671463; in the data active = activation above about 40%
DAX1 inh-2: inhibitors of human orphan nuclear receptor DAX1 (NR0B1) | HEK293 Gal4-DAX1 luciferase reporter, luminescence | inhibition, % at 6.75 µM | actives 0.99% (n = 340,000) | AID 504766;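 active = inhibition above the mean over all tested compounds plus 3 SD, cut at about 4.2% in these data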;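 note: 0% = DAX1-transfected cells with DMSO and 100% = empty-vector control cells with DMSO; inhibition shows as a rise in luminescence from relieved DAX1 repression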
Target sequence (P51843 207-470 limits assumed): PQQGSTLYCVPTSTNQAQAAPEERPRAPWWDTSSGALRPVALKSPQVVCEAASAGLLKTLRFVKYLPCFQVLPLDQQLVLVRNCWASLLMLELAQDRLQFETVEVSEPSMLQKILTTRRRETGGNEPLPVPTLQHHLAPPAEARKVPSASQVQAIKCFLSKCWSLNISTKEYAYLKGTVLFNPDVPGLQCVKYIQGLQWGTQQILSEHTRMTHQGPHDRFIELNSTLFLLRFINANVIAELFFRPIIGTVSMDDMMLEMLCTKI
GAA850 FXN act: activators of GAA850 frataxin (FXN) promoter; HEK293 lucGAA850 FXN promoter luciferase reporter, 24 h; percent of 10 µM SAHA response; activation, % at 6 µM; actives 0.56% (n = 360,000);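 active = activation above the average of all compounds screened plus 3 SD, cutoff fixed separately per campaign, cut at about 7.5% in these data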;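 note: 0% = DMSO wells and 100% = 10 µM SAHA wells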
ADAM17 inh: inhibitors of human ADAM17; P78536; recombinant ADAM17, EDANS/DABCYL FRET peptide cleavage; inhibition, % at 6.95 µM; actives 0.83% (n = 370,000);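 active = inhibition above the mean of compounds lying between control limits plus 3 SD, set per campaign, cut at about 8.5% in these data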;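 note: 0% = DMSO-only wells as the low control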
ADAM10 inh: ADAM10 inhibition, QFRET primary screen; O14672; recombinant ADAM10, EDANS/DABCYL FRET peptide cleavage, 3 h; inhibition, % at 7 µM; actives 0.62% (n = 370,000); AID 720582;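 active = inhibition above a per-campaign cutoff equal to the mean of compounds falling between control-based bounds plus 3 SD, cut at about 20% in these data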;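 note: 0% = DMSO wells while the 100% control is not disclosed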
Target sequence (O14672 214-748 limits assumed): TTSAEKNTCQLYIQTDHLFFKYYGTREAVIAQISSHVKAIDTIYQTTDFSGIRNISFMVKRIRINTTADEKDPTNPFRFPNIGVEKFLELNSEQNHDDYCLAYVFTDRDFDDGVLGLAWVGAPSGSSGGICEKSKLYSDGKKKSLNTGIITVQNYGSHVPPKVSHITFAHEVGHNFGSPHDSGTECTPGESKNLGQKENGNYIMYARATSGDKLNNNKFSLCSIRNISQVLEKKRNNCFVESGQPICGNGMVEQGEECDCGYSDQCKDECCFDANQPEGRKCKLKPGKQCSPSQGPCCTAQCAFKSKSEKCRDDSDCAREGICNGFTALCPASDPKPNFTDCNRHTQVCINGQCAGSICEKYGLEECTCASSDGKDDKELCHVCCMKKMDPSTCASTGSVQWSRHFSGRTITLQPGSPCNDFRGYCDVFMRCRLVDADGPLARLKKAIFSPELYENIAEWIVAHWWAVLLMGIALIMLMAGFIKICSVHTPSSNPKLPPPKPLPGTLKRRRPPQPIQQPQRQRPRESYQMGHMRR
SMARCA2 act: activators of SMARCA2 function; activation, % at 9.1 µM; actives 1% (n = 370,000); AID 652017; MG213 cells, MMTV-luciferase reporter, dexamethasone, overnight; in the data active = activation above about 7.8%;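 note: 0% = vehicle wells and 100% = reference activator wells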
Numbers without * were called inactive; i = inactive; · = no result given; & = joins results of further samples.

SMILES	DAX1 inh-1	PG9 binder	ssDAF12 agonist	hcDAF12 agonist	hgDAF-12 ag	GC-A act	DAX1 inh-2	GAA850 FXN act	ADAM17 inh	ADAM10 inh	SMARCA2 act
O=C(NCc1ccncc1)/C(=N/O)c1ccccc1	-0.8	0.6	-1.4	-0.7	1.3	3	0.4	-2.6	-2	-8	0
C=CCN=C1SC(C)C(=O)N1S(=O)(=O)c1ccccc1 (stereo not given)	0.4	-0.4	-1.6	-0.5	-0.8	0	0.7	1.7	2	2	-3
COCCSc1ccccc1C(=O)N1CCN(Cc2ccccc2)CC1	-0.5	-0.8	-1.3	-2.1	-3.7	1	0.2	-0.8	-4	-4	-1
O=S(=O)(N/N=C\c1ccc2c(c1)OCO2)c1ccccc1	1.9	-1.9	-0.8	1.4	-0.3	0	0.9	-0.8	-3	7	1
CCC(C)N1CC23C=CC(O2)C(C(=O)OCc2ccccc2)C3C1=O (stereo not given)	0.1	0.7	-0.7	-0.3	1.9	1	0.3	1.1	3	0	-3
CCOC(=O)N1CCN(C(=O)c2ccc(C)c(S(=O)(=O)Nc3ccccc3)c2)CC1	0.3	-1.5	-1.1	-0.9	-0.8	0	0.0	1.5	0	7	0
Cc1ccc(CN(c2ccc(C(=O)N3CCc4ccccc4C3)cc2)S(C)(=O)=O)cc1	-1.1	-1.6	-1.4	-2.0	-5.7	-7	-0.2	-0.3	-1	6	-3
Cc1ccc(NS(=O)(=O)c2ccc(CCC(=O)O)cc2)cc1	1.2	-0.8	-0.2	0.0	2.4	2	-0.2	1.8	0	1	0
CCCC(=O)NC(=S)Nc1sc2c(c1C(N)=O)CCC2	0.3	2.0	0.3	1.1	5.1	1	-0.3	4.2	-3	-9	3
CC(C)n1c(=N)c(C(=O)NCCc2ccccc2)cc2c(=O)n3ccccc3nc21	-0.4	-0.7	-0.9	1.8	5.9	14	-0.6	-1.1	i	i	0
O=C1CCN(S(=O)(=O)c2ccccc2)CCN1CCOCc1ccc(Cl)cc1	-0.3	-1.4	-1.5	-1.1	0.4	3	-0.8	0.4	0	-1	1
CCc1nnc(NC(=O)CCN2C(=O)c3ccccc3C2=O)s1	-0.8	-0.3	-1.5	-1.7	-1.2	2	0.0	-2.6	-2	4	-3
CC(C(=O)N1CCc2ccccc21)N1CCN(S(=O)(=O)c2cccc(C(F)(F)F)c2)CC1 (stereo not given)	0.1	-1.8	-1.2	0.3	-0.4	-2	1.1	-0.7	2	0	-3
O=c1[nH]cnc2ncc(-c3ccc(O)cc3)nc12	0.0	-2.4	-1.0	-0.3	0.4	0	-1.0	-0.1	2	3	-2
CC(=O)N/C(=C/c1ccccc1)C(=O)N1CCCCC1	0.8	-2.4	-0.7	-2.2	0.6	0	0.1	0.2	-3	-1	0
COc1ccc(/C=N/Nc2ccccc2C(=O)O)cc1Cn1cc([N+](=O)[O-])cn1	1.0	-2.4	1.1*	2.1	7.7	6	3.2	-0.1	-6	-13	4
O=C(/C=C/c1ccc2c(c1)OCO2)N1CCN(c2ccccc2F)CC1	0.1	-2.5	-1.3	1.7	-0.1	0	-0.4	3.5	-16	-68	-2
COc1ccc(S(=O)(=O)NCCC(=O)NC2CCCCC2C)cc1[N+](=O)[O-] (stereo not given)	-0.8	-0.2	-1.8	-1.3	0.2	-7	0.1	-1.5	1	9	-2
C=CCC1c2cccc(C(=O)OC)c2C(=O)N1c1ccccc1 (stereo not given)	-1.1	0.1	-0.5	-0.4	1.3	-7	-0.8	-0.9	-7	-8	4
Cc1cccc(NC(=O)CNC(=O)CCNC(=O)c2ccc(C(C)(C)C)cc2)c1C	1.5	-2.4	-1.1	-1.9	-1.2	0	-0.4	0.8	2	0	4
NC(=NCCCCCCN=C(N)/N=C(\N)Nc1ccc(Cl)cc1)/N=C(\N)Nc1ccc(Cl)cc1	-1.2&0.5&1.3	-2.1&-0.3&0.7	-0.2&-1.5&-1.2	-1.3&-1.7&-0.8	-2.9&1.3&-1.6	1&2&3	0.3&0.1&2.2	3.0&-0.6&1.1	-3&-3&-2	2&-2&10	-3&-7&-5
Cc1nc(CCNC(=O)CC2C(=O)NCCN2CC(C)C)nc2c1CCC2 (stereo not given)	0.0	-0.5	-1.1	-0.3	2.6	4	0.5	1.3	-14	-41	1
COc1cccc(-c2cnc(C(O)c3ccc(CN4CCCC4)cc3)[nH]2)c1 (stereo not given)	0.5	0.4	-1.1	-0.5	4.8	2	·	0.3	-3	-2	2
COc1ccc(CNC(=O)C2CC(c3ccccc3C(F)(F)F)=NO2)cc1 (stereo not given)	0.1	0.0	-1.2	-2.3	-2.9	-1	0.2	0.2	3	-8	1
Oc1c(Br)cccc1/C=N/Nc1c(F)c(F)c(F)c(F)c1F	-0.3	-1.1	-2.0	-0.3	0.5	6	1.6	-0.6	-4	-3	-2
CCOC(=O)CNC(=O)C1c2ccccc2Oc2ccccc21	-0.1	-1.4	-1.5	-2.0	1.2	1	-1.3	-1.8	-4	-2	2
CC(C)CCn1c(N2CCN(c3cccc(Cl)c3)CC2)nc2c1c(=O)[nH]c(=O)n2C	-0.5	-0.6	-0.8	-0.4	-0.1	-7	0.9	1.0	-1	0	-5
COc1ccccc1N1CCN(C2CCCN(Cc3c(F)cccc3F)C2)CC1 (stereo not given)	-0.3	2.7	-1.4	-1.9	-3.1	1	1.2	-0.8	-4	-3	-3
COc1cc(C2CC(c3ccccc3)=NN2c2ccccc2)ccc1OCC(=O)O (stereo not given)	-0.2	2.4	-1.5	0.5	1.2	9	-0.3	1.9	-429	i	-4
COc1ccc(C(=O)N/C(=C\c2ccccc2)C(=O)NC(CCSC)C(=O)O)cc1 (stereo not given)	1.8	0.3	-0.8	-0.4	0.1	0	-0.9	2.3	-3	6	1
CC(=O)C(N=Nc1ccccc1)(Sc1nnc(-c2ccccc2)n1-c1ccccc1)C(=O)Nc1ccccc1 (stereo not given)	-0.6	-0.9	-2.1	-0.8	-0.4	-16	-1.6	-2.1	4	15	-3
OC(COc1ccc2cc(Br)ccc2c1)Cn1ccnc1 (stereo not given)	-0.6	1.8	-1.1	-2.1	2.8	1	-0.6	1.0	1	-2	-2
COc1ccc(Cn2cc(CN(C)C3CN(Cc4cn(Cc5ccc(OC)cc5)nn4)S(=O)(=O)C3)nn2)cc1 (stereo not given)	0.0	0.4	-0.9	-0.7	3.2	4	·	·	-6	-9	-2
O=C(Nc1c(Br)cc2c(c1Br)Cc1cc([N+](=O)[O-])ccc1-2)C(Cl)Cl	-0.4	17*	0.6	1.3	3.0	1	-0.2	-0.4	0	6	3
O=C1C(O)=C(O)C(=O)c2ccccc21	-0.4	-2.2	0.5	4.2	0.4	-8	0.2	-1.8	-2	-19	0
Cc1ccc(-c2cc(C(=O)Nc3ccc(S(=O)(=O)N4CC(C)OC(C)C4)cc3)[nH]n2)c(O)c1 (stereo not given)	-2.1	0.7	-3.1	-3.5	2.3	-4	-2.9	0.9	4	13	-3
CCN(CC(=O)Nc1c(F)cccc1F)C(=O)CNC(=O)c1ccc2ccccc2c1	0.4	-2.6	-1.6	0.2	-1.2	-2	0.8	-1.4	-2	-11	-3
O=C(CS(=O)(=O)Cc1ccccc1)NCc1ccccc1Cl	-0.1	-1.7	-1.3	-1.6	2.4	-1	-0.3	0.8	-2	2	0
NC(=O)NC(=O)C(Nc1ccc(N2CCCCC2)cc1)c1ccccc1 (stereo not given)	-1.5	-3.0	-1.6	-1.3	-4.6	-1	-0.3	-2.6	-3	-10	-3
CNC(=O)OCc1cccc(COC(=O)NC)n1	-0.1	1.0	-1.3	-0.1	2.7	0	-0.7	-3.2	-2	-5	-4
COc1ccccc1NC(=O)c1cc(S(=O)(=O)N2CCc3ccccc32)ccc1F	-0.1	-1.1	-0.7	0.3	1.4	-2	0.3	-0.9	-4	-5	-3
Cc1sc2nc(SCC(=O)NCc3cccs3)[nH]c(=O)c2c1C	0.4	0.0	-1.3	-1.3	-2.0	-1	-0.2	1.8	-5	4	1
CCOC(=O)Nc1ccc(S(=O)(=O)Nc2cc(C)on2)cc1	0.0	-2.0	-0.8	-1.2	-2.6	5	-0.9	-0.5	1	-4	-3
CC(C)Cc1nn2c(N)c(/C=C3\C=Nc4ccccc43)c(=O)nc2s1	0.7	-3.2	-1.2	-0.1	3.2	-4	0.8	1.7	-3	-7	-2
O=C(COC(=O)c1ccc(Cl)c(S(=O)(=O)N2CCCC2)c1)NC1CCCC1	0.1	-0.8	-1.3	-1.8	-1.0	5	0.3	0.8	-5	-4	1
COc1cccc(N2CCN(c3nc(-c4ccccc4C)cc(=O)[nH]3)CC2)c1	0.0	0.6	-0.7	2.2	8.1	-3	3.0	1.9	2	9	13*
Cc1onc(-c2ccccc2)c1NC(=O)N(Cc1ccccc1)C(C)C	-0.5	1.0	-1.7	-1.3	-1.1	-2	0.2	2.2	0	5	1
Fc1cccc(CN2CCC(Cc3ccccc3)CC2)c1	-0.2	2.4	-1.0	-1.2	-1.0	-2	0.0	-0.8	-1	1	-4
COc1cccc(C2c3cc4c(cc3OC(N3CCOCC3)C2C)OCO4)c1O (stereo not given)	-3.8	0.4	-1.4	2.3	1.4	-6	-0.4	-5.1	-2	-7	-3
COc1ccc(CCN2C(=O)CSC2=Nc2ccc(C(C)C)cc2)cc1OC	-1.9	1.6	-2.4	-4.9	-10.0	2	·	-2.3	4	16	-8
Remaining list, next part:
SMILES	DAX1 inh-1	PG9 binder	ssDAF12 agonist	hcDAF12 agonist	hgDAF-12 ag	GC-A act	DAX1 inh-2	GAA850 FXN act	ADAM17 inh	ADAM10 inh	SMARCA2 act
Cc1nnc(N2C(=O)C(O)=C(C(=O)c3ccco3)C2c2ccc(C(C)(C)C)cc2)s1 (stereo not given)	-0.2	4.4	-1.1	-0.3	2.8	4	-0.8	-1.2	2	9	-1
Cc1ccc(S(=O)(=O)NNC(=O)C2COc3ccccc3O2)cc1 (stereo not given)	-0.2	0.1	-1.0	-1.2	-0.2	-3	-0.9	2.7	-7	-13	-2
Brc1ccc(-c2cn3c(n2)SCC3)cc1	1.3	1.4	-0.7	2.2	11*	-3	0.4	6.1	-5	-3	-2
O=C(Cn1c(=O)oc2ccccc21)Nc1ccccc1N1CCOCC1	-0.2	-0.8	-1.9	0.3	2.7	-1	3.1	0.7	3	4	4
COCCn1c(C)cc(C(=O)COC(=O)c2ccc(Br)o2)c1C	0.8	-3.6	-1.0	0.6	1.2	5	5.4*	2.6	4	7	2
CCC(C)CNC(=O)c1cn(C(C)c2ccccc2)nn1 (stereo not given)	0.7	·	-1.0	-1.0	1.6	6	·	·	-2	-10	-2
Cn1nc(C(F)(F)F)c(-c2ccccc2)c1N	0.2	-2.6	-1.7	1.0	-1.6	5	1.3	2.4	0	3	2
COc1ccccc1CCC(=O)OCC(=O)Nc1ccc(S(N)(=O)=O)cc1	-0.1	1.2	-1.2	-1.3	-0.2	-3	-0.8	-1.7	-2	4	-4
